# Siah-1 displacement = blockers of Siah-1 interaction with plectin peptide – biochemical, fluorescence polarization, rhodamine-plectin, uHTS, primary screen (AID 1817); Siah-1 / rhodamine-plectin peptide fluorescence polarization; higher % means a stronger effect; displacement, % at 20 µM, or IC50 in µM where a hit was titrated; hit rate 0.02% among 290,000;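 active = displacement of at least 50% at 20 µM, with a fluorescence ratio check between 0.3 and a set limit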;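 also: plate controls were Siah plus tracer with DMSO for no effect and tracer alone without Siah for full effect; strong numbers were not always called active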
# RSV CPE inhibition = RSV antiviral activity via CPE protection, HEp-2 cells, primary 10 µM value included (AID 2391); HEp-2 cells, RSV-induced CPE inhibition; higher % means a stronger effect; CPE inhibition, % at 10 µM; hits with a dose series show IC50 in µM; hit rate 0.13% among 310,000; in the data active = a potency from the dose series; inconclusive = CPE inhibition mostly from about 23% at the one dose, without a potency; inactive = the rest, 99 in 100 with CPE inhibition below about 21%; also: strong numbers were not always called active
# PMI inhibitors = MPI enzyme activity inhibition – biochemical, fluorescence intensity, coupled assay, primary screen (AID 1209) | purified PMI enzyme, coupled fluorescence intensity; higher % means a stronger effect | inhibition, % at 20 µM, or IC50 in µM where a hit was titrated | hit rate 0.42% among 190,000;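 also: plate controls were DMSO vehicle for no effect and wells lacking substrate for full effect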
# Myeloid diff MLP = myeloid differentiation induction. ER-HoxA9 myeloid progenitors, lysozyme-GFP differentiation, flow cytometry. calls only at 10 µM. hit rate 1% among 360,000. AID 624256;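 active = normalized GFP-positive differentiation at or above the plate's own cutoff, the solvent-only control mean plus 3 SD; inconclusive = no clear call, values can overlap the other calls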;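 also: cells exposed to compound for four days before flow analysis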
# Salmonella PhoP GFP = PhoP-dependent GFP reporter repression – Salmonella Typhimurium, primary screen (AID 1863); S. Typhimurium PhoP-regulated promoter GFP reporter, 4 h; higher % means a stronger effect; inhibition, % at 50 µM, or IC50 in µM where a hit was titrated; hit rate 0.16% among 300,000;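 active = inhibition over 29.93%, a cutoff 3 SD above the screen mean, later confirmed by dose response; inconclusive = inhibition over 29.93% but no dose response follow-up; inactive = inhibition at most 29.93% or unconfirmed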;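 also: 0% = low Mg2+ inducing control and 100% = high Mg2+ repressing control; strong numbers were not always called active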
# PMI inhibition = human PMI inhibitors, high substrate, primary screen, biochemical, fluorescence intensity, high mannose 6-phosphate (AID 1220); inhibition, % at 20 µM, or IC50 in µM where a hit was titrated; recombinant PMI enzyme, coupled fluorescence intensity; higher % means a stronger effect; hit rate 0.66% among 190,000
# WT yeast gro inh = growth inhibition of WT yeast, mitochondrial fusion screen; mitochondrial fusion phenotypic screen, WT strain; inhibition, % at 10 µM; hit rate 2.1% among 190,000; AID 1362; in the data active = inhibition above about 58%; tested in S. cerevisiae
# TNAP activation fold = human TNAP enzyme activators, primary screen, biochemical, luminescent, no phosphate acceptor, uHTS (AID 1001). purified TNAP, luminescent activation assay, no phosphate acceptor; higher activation fold means a stronger effect. hit rate 0.03% among 200,000. activation fold at 20 µM, or EC50 in µM where a hit was titrated; in the data active = activation fold from about 3, or a potency from the dose series; inactive = the rest, 99 in 100 with activation fold below about 1.6; also: many of its hits are not listed in these tables
# XIAP antagonists = XIAP antagonists, biochemical, IAP family, fluorescence polarization (AID 1018); one-dose displacement, % at 20 µM; IC50 in µM for titrated hits; hit rate 0.007% among 200,000; XIAP BIR domain, fluorescence polarization peptide displacement; higher % means a stronger effect; in the data active = displacement above about 50%; also: a part of the inactive calls stands beside numbers as strong as those of hits
# WT yeast gro inh mutant strain = also measured in WT yeast gro inh; calls as there; inhibition, %; mitochondrial fusion phenotypic screen, mutant strain inhibition
# Myeloid diff MLP GFP+ MAC1+ % = also measured in Myeloid diff MLP; calls as there; GFP+ MAC1+ double positive, %; measured here: differentiation confirmed by MAC1 staining
# The depositor's hits bear a star; i = inactive; ? = inconclusive; · = not tested or not shown. Rule as the data show it, unless noted: active = inhibition above about 50%; inactive = the rest.
1. Cn1c(=O)c2[nH]c(N3CCN(c4ccccc4)CC3)nc2n(C)c1=O
2. CCC1(C)OC(=O)NN(c2ccc(C)cc2)C1(C)O (stereo not given)
3. CCOC(=O)c1sc(N(Cc2ccccc2)C(=O)CN2C(=O)CN(C)C2=O)nc1C
4. COc1ccc2cc(CCNC(=O)c3ccc(S(=O)(=O)N4CCOCC4)cc3)c(=O)[nH]c2c1
5. C=CCN(CC=C)C(=O)C(=O)c1ccn(-c2c(C)csc2C(=O)OC)c1
6. C[N+](C)(C)CC/C=C1/c2ccccc2CSc2ccccc21
7. Cc1ccc(C(=O)c2nccn2C)cc1C
8. CCOC(=O)c1nnc(-c2ccccc2)nc1N1CC(C)OC(C)C1 (stereo not given)

assay / entry | 1 | 2 | 3 | 4 | 5 | 6 | 7 | 8
Siah-1 displacement | -4% | -5% | 0% | 1% | -5% | -12% | -2% | -1%
RSV CPE inhibition | 0.9% | 1.2% | 0.4% | -0.1% | 1.7% | -0.5% | 0.3% | 4.3%
PMI inhibitors | 1% | 8% | 1% | · | 12% | 18% | · | -10%
Myeloid diff MLP | i | i | i | ? | i | i | i | i
Myeloid diff MLP GFP+ MAC1+ % | 0.3 | 0.5 | 0.8 | · | 0.3 | 1.3 | 6.8 | 0.1
Salmonella PhoP GFP | 2% | -2% | 6% | -2% | -4% | 1% | 5% | -2%
PMI inhibition | -2% | 10% | 1% | · | 5% | 10% | · | -9%
WT yeast gro inh | -10 | -7 | 15 | · | 1 | 1 | · | -13
WT yeast gro inh mutant strain | 1 | 4 | 4 | · | 4 | -7 | · | 2
TNAP activation fold | 1.1 | 1 | 1.1 | · | 1.1 | 1.1 | · | 1
XIAP antagonists | -2.1% | -8.8% | 2.1% | · | -3.9% | -3.1% | · | -7.5%

# Reprinted from the part before: 3 entries, followed by the next part.
6. C[N+](C)(C)CC/C=C1/c2ccccc2CSc2ccccc21
7. Cc1ccc(C(=O)c2nccn2C)cc1C
8. CCOC(=O)c1nnc(-c2ccccc2)nc1N1CC(C)OC(C)C1 (stereo not given)
9. COc1cccc(-c2nnn(CC(=O)N3CCC(C)CC3)n2)c1
10. CCOc1ccc(NC(=O)CN(C)S(=O)(=O)c2cccs2)cc1
11. CN1c2ccccc2-c2nc3ccccc3n2C1c1ccncc1 (stereo not given)
12. Cc1ccc(-c2csc(NC(=O)C3CC=CCC3C(=O)O)c2C(=O)OC(C)C)cc1 (stereo not given)
13. COc1ccc(OCCCn2cc(/C=C3/C(=N)N4C=C(C)SC4=NC3=O)c3ccccc32)cc1
14. CCn1c(CNC(=O)c2ccco2)nnc1SCC(=O)c1ccc(OC)cc1
15. COc1ccc(-c2nc3ccccc3c(=O)n2CCOc2ccccc2C)cc1
16. Cc1ccc(C(=O)CC(=O)COc2ccc(Cl)cc2C)cc1

assay / entry | 6 | 7 | 8 | 9 | 10 | 11 | 12 | 13 | 14 | 15 | 16
Siah-1 displacement | -12% | -2% | -1% | 10% | -4% | 3% | 0% | -1% | -4% | 7% | 5%
RSV CPE inhibition | -0.5% | 0.3% | 4.3% | 0.9% | 1.2% | -0.5% | 4.4% | 13% | 0.8% | 6.0% | 1.6%
PMI inhibitors | 18% | · | -10% | · | 8% | 2% | 18% | -4% | 12% | -1% | -14%
Myeloid diff MLP | i | i | i | i | i | i | i | i | i | i | i
Myeloid diff MLP GFP+ MAC1+ % | 1.3 | 6.8 | 0.1 | 0.7 | 0.3 | 0.3 | 0.6 | 0.4 | 0.4 | 0.4 | 0.3
Salmonella PhoP GFP | 1% | 5% | -2% | -1% | 1% | 0% | 0% | -15% | -3% | 6% | 3%
PMI inhibition | 10% | · | -9% | · | 5% | -1% | 9% | -4% | 9% | 4% | -24%
WT yeast gro inh | 1 | · | -13 | · | 5 | 11 | 2 | 6 | -12 | -3 | 4
WT yeast gro inh mutant strain | -7 | · | 2 | · | 7 | 16 | 6 | 6 | -3 | -25 | 1
TNAP activation fold | 1.1 | · | 1 | · | 1.1 | 1.1 | 1.1 | 0.9 | 1.1 | 1.1 | 1.1
XIAP antagonists | -3.1% | · | -7.5% | · | -5.5% | -7.9% | -0.5% | -28% | -9.4% | -1.2% | -10%

17. c1cn(C23CC4CC(CC(C4)C2)C3)cn1
18. Cc1[nH]n(-c2cccc(Cl)c2)c(=O)c1-c1ccccc1
19. CSc1ccc(C(=S)N2CCN(Cc3ccccc3)CC2)cc1
20. COC(=O)c1c(NC(=O)c2c(C)noc2C)sc2c1CCCCCC2
21. COc1ccc(C2C(C(=O)O)CC(=O)N2c2ccc(OC)cc2)cc1 (stereo not given)
22. CCCCNC(=O)C(C#N)c1nc2ccccc2nc1N1CCCC1 (stereo not given)
23. CCCCCCCC(=O)NNC(=O)c1c(O)c2ccccc2n(CCC)c1=O
24. O=C(CN1CCN(c2nc(-c3ccccc3)cs2)CC1)Nc1ccc2c(c1)OCO2

assay / entry | 17 | 18 | 19 | 20 | 21 | 22 | 23 | 24
Siah-1 displacement | 1% | -2% | -3% | 3% | 5% | 0% | -6% | -6%
RSV CPE inhibition | 0.5% | 2.9% | 3.5% | · | 0.3% | · | 5.1% | 2.7%
PMI inhibitors | 19% | -5% | 14% | 10% | 11% | -28% | -9% | 7%
Myeloid diff MLP | i | i | i | · | i | · | i | i
Myeloid diff MLP GFP+ MAC1+ % | 1.8 | 0.4 | 2.3 | · | 1.2 | · | 0.3 | 6.3
Salmonella PhoP GFP | -5% | -9% | -2% | -3% | 5% | 1% | 2% | -2%
PMI inhibition | 14% | -8% | 16% | 5% | 12% | -59% | -33% | 2%
WT yeast gro inh | 7 | 20 | 53 | -4 | -6 | 13 | 7 | 16
WT yeast gro inh mutant strain | 4 | -4 | 43 | -6 | -10 | 16 | -1 | -1
TNAP activation fold | 1 | 1.2 | 1.1 | 1 | 1.1 | 1 | 1.4 | 1
XIAP antagonists | -2.9% | -3.1% | -0.1% | 15% | 1.9% | -1.5% | -2.8% | -3.3%

25. Cc1ccc(CN(CC(=O)N/N=C/c2ccco2)S(=O)(=O)c2ccc(C)cc2)cc1
26. Cc1cc(NC(=O)c2ccccc2F)ncc1NC(=O)c1cccs1
27. CCCn1nc(CC(=O)O)c2ccccc2c1=O
28. CC(=O)Nc1ccc(Oc2ccc(NC(C)=O)c(NC(C)=O)c2)cc1
29. COc1ccc(Oc2nc(-c3ccccc3)ncc2S(=O)(=O)c2ccccc2)cc1
30. CCCC1C(=O)N(Cc2ccccc2)C(=O)CC1C (stereo not given)
31. CCCCOC(=O)c1ccc(NC(=S)NC(=O)c2c(Br)c(C)nn2C)cc1
32. COc1ccc(C(=O)OCC(=O)NC(=O)NC(C)C)cc1OC

assay / entry | 25 | 26 | 27 | 28 | 29 | 30 | 31 | 32
Siah-1 displacement | -2% | 8% | 0% | 9% | 0% | -6% | 7% | -7%
RSV CPE inhibition | 1.9% | 1.0% | 2.8% | 0.1% | 4.1% | -1.5% | 2.3% | 1.1%
PMI inhibitors | 9% | 0% | -4% | 1% | 8% | · | -6% | 15%
Myeloid diff MLP | i | i | i | i | i | i | i | i
Myeloid diff MLP GFP+ MAC1+ % | 0.5 | 0.2 | 0.6 | 0.1 | 1.0 | 0.3 | 0.4 | 1.4
Salmonella PhoP GFP | 5% | 6% | -8% | -12% | -7% | -4% | -8% | 1%
PMI inhibition | 5% | 2% | -5% | 9% | 8% | · | -10% | 31%
WT yeast gro inh | 14 | -5 | 2 | 10 | 16 | · | -6 | 6
WT yeast gro inh mutant strain | 4 | -14 | 19 | 17 | 26 | · | 4 | 2
TNAP activation fold | 1.2 | 1.1 | 1.1 | 1.1 | 1.1 | · | 0.9 | 1
XIAP antagonists | -5.1% | -5.0% | -5.4% | -2.9% | -2.8% | · | -8.0% | -7.7%

# Compound profiles, from the list above. Order of values: Siah-1 displacement | RSV CPE inhibition | PMI inhibitors | Myeloid diff MLP | Myeloid diff MLP GFP+ MAC1+ % | Salmonella PhoP GFP | PMI inhibition | WT yeast gro inh | WT yeast gro inh mutant strain | TNAP activation fold | XIAP antagonists
# Results for `CCCn1nc(CC(=O)O)c2ccccc2c1=O` : 0% | 2.8% | -4% | i | 0.6 | -8% | -5% | 2 | 19 | 1.1 | -5.4%
# Results for `COc1ccc(Oc2nc(-c3ccccc3)ncc2S(=O)(=O)c2ccccc2)cc1` : 0% | 4.1% | 8% | i | 1.0 | -7% | 8% | 16 | 26 | 1.1 | -2.8%

# (further entries)
33. CCOc1ccc(N(CC(=O)NCc2ccco2)S(=O)(=O)c2ccc(OC)c(OC)c2)cc1
34. CCC(=O)N(C)CCc1cc2c(c(OC)c1/C=N/NC(=O)c1ccc(Br)cc1)OCO2
35. O=C(NC(C(=O)N/N=C/c1ccccn1)c1n[nH]c(=O)c2ccccc12)c1ccccc1 (stereo not given)
36. Cc1ccccc1OCCSc1nc(N(C)C)nc(N(C)C)n1
37. N#Cc1sc2nc(C3CC3)cc(-c3ccc(Cl)cc3)c2c1N
38. CN(CC(=O)Nc1ccc2c(c1)OCO2)S(=O)(=O)c1ccc2c(c1)CCC(=O)N2
39. O=C(CSc1nc(O)c(C2CCCCC2)c(=O)[nH]1)Nc1ccc(Cl)cc1
40. COc1ccc(-n2ccn(CC(=O)Nc3ccc(OC)cc3OC)c(=O)c2=O)cc1
41. CCC(=O)N1c2ccc(S(=O)(=O)CCC(=O)NCCC3=CCCCC3)cc2CC1C (stereo not given)
42. CCN1C(=O)CS/C1=N\S(=O)(=O)c1ccccc1

assay / entry | 33 | 34 | 35 | 36 | 37 | 38 | 39 | 40 | 41 | 42
Siah-1 displacement | -1% | -3% | 16% | -7% | 13% | -2% | 2% | 7% | 2% | 1%
RSV CPE inhibition | -0.8% | 1.2% | -0.6% | 7.2% | 1.8% | -0.7% | 3.6% | 1.3% | 9.7% | 5.8%
PMI inhibitors | 8% | 13% | · | 6% | 25% | · | 5% | · | -3% | ·
Myeloid diff MLP | i | i | i | i | i | i | i | i | i | i
Myeloid diff MLP GFP+ MAC1+ % | 0.8 | 0.2 | 0.4 | 0.3 | 0.7 | 0.2 | 0.8 | 1.0 | 0.3 | 0.6
Salmonella PhoP GFP | 9% | -1% | -3% | -2% | -3% | -4% | -5% | -5% | 9% | -3%
PMI inhibition | 10% | -2% | · | 3% | 10% | · | -5% | · | -3% | ·
WT yeast gro inh | 5 | -5 | · | 12 | 72* | · | 1 | · | -6 | ·
WT yeast gro inh mutant strain | 0 | 14 | · | -5 | -15* | · | 12 | · | -4 | ·
TNAP activation fold | 1.1 | 1.1 | · | 1.2 | 1.3 | · | 1.1 | · | 1.1 | ·
XIAP antagonists | -0.7% | 0.0% | · | -3.5% | -6.9% | · | -0.3% | · | -2.4% | ·

# Screens as filed in PubChem BioAssay.
